# Compound activity as filed in PubChem BioAssay.
# West Nile virus CPE – inhibition of WNV-induced cytopathic effect – cell-based, CPE readout (AID 1621); West Nile virus-infected cells, CPE inhibition; higher % means a stronger effect; one-dose CPE inhibition, % at 10 µM; IC50 in µM for titrated hits; 290,000 tested, 0.02% active; in the data active means a potency from the dose series; inconclusive means CPE inhibition mostly from about 3.7% at the one dose, without a potency; inactive means the rest, 99 in 100 with CPE inhibition below about 2.2%; further: strong numbers were not always called active
# NS5 inhibitors – Dengue-2 NS5 methyltransferase inhibitors, primary screen, biochemical, confirmation dose response (AID 588689) | Dengue-2 NS5 methyltransferase capping enzyme assay, biochemical; higher % means a stronger effect | one-dose inhibition, % at 25 µM; IC50 in µM for titrated hits | 340,000 tested, 0.3% active; in the data active means a potency from the dose series; inconclusive means inhibition above about 29% without an active follow-up result
# PhoP inhibition – PhoP-dependent GFP reporter repression – Salmonella Typhimurium, primary screen (AID 1863); S. Typhimurium PhoP-regulated promoter GFP reporter, 4 h; higher % means a stronger effect; one-dose inhibition, % at 50 µM; IC50 in µM for titrated hits; 300,000 tested, 0.16% active;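 active means inhibition over 29.93%, a cutoff 3 SD above the screen mean, later confirmed by dose response; inconclusive means inhibition over 29.93% but no dose response follow-up; inactive means inhibition at most 29.93% or unconfirmed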;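 further: 0% = low Mg2+ inducing control and 100% = high Mg2+ repressing control; strong numbers were not always called active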
# NTR1 ag – agonists of NTR1, primary screen, imaging, U2OS cells, beta-arrestin-GFP, high content (AID 493036); P30989; NTR1-U2OS beta-arrestin-GFP spot imaging, agonist mode; activation, % at 20 µM; 330,000 tested, 0.17% active;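 active means activation at or above 40% of the spot to cytoplasm intensity ratio, with at least 20 cells analyzed; inconclusive means wells under 20 cells, flagged as cytotoxic or low count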;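 further: 0% = DMSO without peptide and 100% = 100 nM NTR1 peptide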
# Target sequence (P30989 whole entry, looked up): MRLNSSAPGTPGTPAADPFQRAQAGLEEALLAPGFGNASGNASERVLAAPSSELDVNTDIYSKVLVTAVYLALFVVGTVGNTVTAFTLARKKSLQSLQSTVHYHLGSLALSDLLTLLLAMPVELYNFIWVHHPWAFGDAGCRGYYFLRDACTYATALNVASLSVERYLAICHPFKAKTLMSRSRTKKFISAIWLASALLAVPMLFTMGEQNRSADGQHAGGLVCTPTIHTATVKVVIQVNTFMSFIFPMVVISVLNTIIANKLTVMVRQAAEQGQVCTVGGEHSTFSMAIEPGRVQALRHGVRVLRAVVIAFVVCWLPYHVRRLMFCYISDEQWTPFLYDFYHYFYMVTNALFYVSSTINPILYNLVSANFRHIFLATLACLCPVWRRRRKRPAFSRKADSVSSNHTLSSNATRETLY
# Large T inhibition – TAg ATPase/helicase activity blockers – biochemical (AID 1903). SV40 large T antigen ATPase/helicase inhibition assay; higher % means a stronger effect. inhibition, % at 20 µM; hits with a dose series show IC50 in µM. 310,000 tested, 0.39% active; in the data active means a potency from the dose series; inconclusive means inhibition mostly from about 32% at the one dose, without a potency; inactive means the rest, 99 in 100 with inhibition below about 32%; further: strong numbers were not always called active
# T cell modulator – modulates CD8 T cell binding to vesicles; calls only at 7 µM; 330,000 tested, 0.068% active; 2C CD8+ T cell-vesicle binding, flow cytometry; hits give low values;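 active means response, share of CD8 T cells binding vesicles, and their 90th percentile fluorescence all below set limits, cut at about 80% in these data, passing the limit was not always enough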
#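 Read-out – percent CD8+ FL2 mean versus row control · System – murine 2C transgenic CD8+ T lymphocytes · Times – 1.5 h cell–vesicle binding at 37 °C, then 20 min icy labelling · Control set – naked vesicles low, QL9 vesicles with vehicle high · Detection – cytometric PE anti-B7-1 and Alexa647 anti-CD8 signals after 1% paraformaldehyde fixation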
# MgcRacGAP inhibition – MgcRacGAP GTPase-activating activity inhibitors, confirmation, biochemical, ADP Hunter fluorescence | AID 624330 | 340,000 tested, 0.6% active | MgcRacGAP-stimulated Rac1 GTP hydrolysis, ADP Hunter fluorescence; higher % means a stronger effect; GST-tagged Rac1 F28L mutant substrate | one-dose inhibition, % at 30 µM; IC50 in µM for titrated hits;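 active means first-screen hits whose inhibition reached a set limit at any dose in the follow-up dose series; inconclusive means inhibition above the set first-screen limit but never retested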;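 further: fluorescence reports GDP produced by GAP-driven GTP hydrolysis; strong numbers were not always called active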
# K1F lysis inhibition – inhibition of K1F phage lysis, E. coli UTI89, bacterial capsule biogenesis inhibitors, alamar blue (AID 488966). E. coli UTI89 K1F phage lysis, alamar blue, 2 h; higher % means a stronger effect. 340,000 tested, 0.02% active. one-dose inhibition, % at 100 µM; IC50 in µM for titrated hits;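 active means phage lysis inhibition, versus mean bacterial control, above a set limit; inconclusive means no clear call, values can overlap the other calls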;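 further: capsule biogenesis inhibitors block K1F phage lysis so surviving cells raise fluorescence; higher fluorescence means more inhibition of phage lysis; actives were called in the ten point dose series up to 300 µM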
# RSV CPE inhibition – RSV antiviral activity via CPE protection, HEp-2 cells, primary 10 µM value included (AID 2391); HEp-2 cells, RSV-induced CPE inhibition; higher % means a stronger effect; one-dose CPE inhibition, % at 10 µM; IC50 in µM for titrated hits; 310,000 tested, 0.13% active; in the data active means a potency from the dose series; inconclusive means CPE inhibition mostly from about 23% at the one dose, without a potency; inactive means the rest, 99 in 100 with CPE inhibition below about 21%; further: strong numbers were not always called active
# T cell modulator vesicle-bound % – further read-out of T cell modulator, marked with its call; double positive events, %; measured here: CD8+ vesicle-bound cell fraction;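 binding gate set so that unloaded-vesicle control wells show 10% double positive cells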
# NTR1 ag cell count 20 µM – also measured in NTR1 ag; calls as there; cell count; measured here: cell count, cytotoxicity flag
# NS5 inhibitors pilot replicate – recorded beside NS5 inhibitors, whose call it bears; inhibition, %; measured here: pilot screen replicate inhibition
# An asterisk follows results filed as active; i = inactive; ? = inconclusive; · = not tested or not shown; [ ] = another dose, or the depositor's remark.
SMILES,West Nile virus CPE,NS5 inhibitors,PhoP inhibition,NTR1 ag,NTR1 ag cell count 20 µM,Large T inhibition,T cell modulator,T cell modulator vesicle-bound %,MgcRacGAP inhibition,K1F lysis inhibition,RSV CPE inhibition,others
COc1ccc(CCNC(=O)CN(Cc2ccc(Cl)cc2)S(C)(=O)=O)cc1OC,-1.4%,1%,9%,0.9,48,24%,i,57,-4%,-2.1%,1.9%,
CC(C)NC(=S)NC1(C)CCS(=O)(=O)C1 (stereo not given),-0.2%,-2%,12%,-0.9,56,5%,i,30,5%,2.2%,0.3%,
CCOC(=O)c1cn2nc(Oc3ccc(C#N)cc3)ccc2n1,0.1%,-5%,-3%,-0.5,42,4%,i,15,1%,-0.1%,0.5%,
COc1cc(/C=N/N2C(=O)C3C4C=CC(CC4)C3C2=O)ccc1O (stereo not given),0.1%,·,8%,-0.5,102,10µM*,i,52,·,·,1.5%,
Cc1ccc2c(c1)nnc1nnc(SCC(=O)O)n12,0.0%,·,-14%,0.8,54,4%,i,21,·,·,2.7%,
Cc1ccc(Cl)c2c(N=Nc3ccccc3)c(O)[nH]c12,-0.8%,?,-14%,8.5,77,4%,i,55,5%,0.5%,1.5%,
CC(=O)c1cnc2ncnn2c1C,0.2%,2%,6%,-0.8,49,12%,i,53,-6%,-0.1%,1.1%,
Cc1ccc(NC(=O)CSc2nnc(CNC(=O)C34CC5CC(CC(C5)C3)C4)n2-c2ccc(F)cc2)cc1,·,-11%,-2%,10,54,19%,i,9,6%,1.9%,2.8%,
COc1ccc(/C=C/C(=O)c2cc(F)ccc2OC(=O)c2ccc(OC)c(OC)c2)cc1OC,1.3%,-15%,1%,7.5,79,-2%,i,58,10%,0.0%,1.3%,
Cc1ccc(Cn2nc3c(cc2=O)CCc2ccccc2-3)cc1,-0.4%,-9%,7%,8.4,48,8%,i,45,8%,-0.2%,?,
Cc1cc(C(=O)NC2CC(C)(C)Cc3c2cnn3-c2cccc(F)c2)n(C)n1 (stereo not given),0.3%,-1%,1%,1.0,57,23%,i,44,3%,0.4%,5.1%,
COc1ccc(NC(=O)N2CCN(c3nc(-c4cccc(OC)c4)cs3)CC2)cc1,1.4%,0%,-10%,32,101,0%,i,61,-1%,0.1%,28%,
CC(NC(=O)Nc1ccc(Cl)cc1)C(c1cccs1)N1CCOCC1 (stereo not given),-0.5%,-13%,-3%,2.7,77,10%,i,18,-3%,2.7%,2.0%,
COC(=O)c1cccc(NC(=O)CCN2C(=O)C3CC=CCC3C2=O)c1 (stereo not given),·,1%,·,0.7,53,·,i,43,-2%,0.7%,0.3%,
O=C(CNC(=O)c1ccccc1)OCc1cc(=O)n2cc(Br)ccc2n1,-0.5%,-6%,1%,-0.6,83,0%,i,62,0%,-0.1%,0.2%,
Cn1nnnc1Sc1ncnc2scc(Br)c12,·,-22%,·,13,45,·,i,12,14%,-0.4%,·,
C#C[C@]1(O)CCC2C3CCC4=CC(=O)CC[C@@H]4C3CC[C@@]21C (stereo not given in full),-0.6%,-5%,-1%,0.7,59,9%,i,23,-5%,4.2%,-2.9%,
O=C(COc1ccccc1Br)Nc1ccccc1C(F)(F)F,-1.6%,-3%,3%,2.8,94,14%,i,44,-6%,-0.2%,?,
Cc1nc2c(c(=O)n1CCC(C)C)c1nc3ccccc3nc1n2Cc1ccc2c(c1)OCO2,-0.1%,·,·,1.9,32,·,i,49,·,·,0.3%,
O=C(NC1CCN(CC(=O)N(c2ccccc2)c2ccccc2)CC1)c1ccc([N+](=O)[O-])cc1,-1.3%,-16%,·,1.6,51,·,i,49,8%,-0.4%,0.6%,
COc1ccc(Br)c(C(=O)N(C)CC(=O)Nc2ccc(N3CCOCC3)cc2)c1,·,-1%,6%,-0.5,60,15%,i,6,5%,1.3%[50 µM],-1.5%,
CC(C)c1ccccc1NC(=S)NN(Cc1ccccc1)c1ccccc1,0.2%,-1%,15%,0.7,91,9%,i,36,4%,5.8%,1.5%,
COc1ccc(S(=O)(=O)N2CCCCCC2)cc1C(=O)N1CCN(c2ccccc2O)CC1,·,-6%,0%,0.1,72,18%,i,47,1%,0.7%[50 µM],-0.5%,
CC(C)C(=O)Nc1nc(-c2ccc([N+](=O)[O-])cc2)cs1,-0.5%,-4%,3%,-0.7,32,3%,i,34,6%,-0.2%,6.5%,
Cn1c(N)c(C(=O)CSc2nn(-c3ccccc3)c(=S)s2)c(=O)n(C)c1=O,·,-8%,·,21,50,·,·,·,4%,1.0%[50 µM],·,
Cc1cccc(N2CN(Cc3cccnc3)CNC2=S)c1C,0.2%,-3%,10%,0.6,65,29%,i,0,5%,0.3%,0.9%,
c1ccc(-n2ncc3c(NCc4ccco4)ncnc32)cc1,0.3%,-6%,-1%,-1.5,67,21%,i,34,6%,2.5%,2.8%,
Cc1ccc(NC(=O)c2ccccc2[N+](=O)[O-])nc1,-0.8%,-7%,13%,0.0,50,1%,i,15,4%,2.3%,1.8%,
CC1(C)N(O)CC(c2cccs2)=[N+]1[O-],-0.8%,-5%,-9%,2.5,61,3%,i,25,2%,6.6%,1.7%,
CN(Cc1ccccc1)c1oc(-c2ccco2)nc1C#N,1.8%,4%,-4%,-1.2,39,2%,i,21,15%,0.0%,2.1%,

# Ordered by formula weight (high to low): part of the list above.
SMILES,West Nile virus CPE,NS5 inhibitors,PhoP inhibition,NTR1 ag,NTR1 ag cell count 20 µM,Large T inhibition,T cell modulator,T cell modulator vesicle-bound %,MgcRacGAP inhibition,K1F lysis inhibition,RSV CPE inhibition,others
Cc1ccc(NC(=O)CSc2nnc(CNC(=O)C34CC5CC(CC(C5)C3)C4)n2-c2ccc(F)cc2)cc1,·,-11%,-2%,10,54,19%,i,9,6%,1.9%,2.8%,
COc1ccc(Br)c(C(=O)N(C)CC(=O)Nc2ccc(N3CCOCC3)cc2)c1,·,-1%,6%,-0.5,60,15%,i,6,5%,1.3%[50 µM],-1.5%,
CC(NC(=O)Nc1ccc(Cl)cc1)C(c1cccs1)N1CCOCC1 (stereo not given),-0.5%,-13%,-3%,2.7,77,10%,i,18,-3%,2.7%,2.0%,
CC(C)c1ccccc1NC(=S)NN(Cc1ccccc1)c1ccccc1,0.2%,-1%,15%,0.7,91,9%,i,36,4%,5.8%,1.5%,
O=C(COc1ccccc1Br)Nc1ccccc1C(F)(F)F,-1.6%,-3%,3%,2.8,94,14%,i,44,-6%,-0.2%,?,
COC(=O)c1cccc(NC(=O)CCN2C(=O)C3CC=CCC3C2=O)c1 (stereo not given),·,1%,·,0.7,53,·,i,43,-2%,0.7%,0.3%,
Cc1cccc(N2CN(Cc3cccnc3)CNC2=S)c1C,0.2%,-3%,10%,0.6,65,29%,i,0,5%,0.3%,0.9%,
CCOC(=O)c1cn2nc(Oc3ccc(C#N)cc3)ccc2n1,0.1%,-5%,-3%,-0.5,42,4%,i,15,1%,-0.1%,0.5%,
Cc1ccc(Cn2nc3c(cc2=O)CCc2ccccc2-3)cc1,-0.4%,-9%,7%,8.4,48,8%,i,45,8%,-0.2%,?,
C#C[C@]1(O)CCC2C3CCC4=CC(=O)CC[C@@H]4C3CC[C@@]21C (stereo not given in full),-0.6%,-5%,-1%,0.7,59,9%,i,23,-5%,4.2%,-2.9%,
CN(Cc1ccccc1)c1oc(-c2ccco2)nc1C#N,1.8%,4%,-4%,-1.2,39,2%,i,21,15%,0.0%,2.1%,

# The list continues.
SMILES,West Nile virus CPE,NS5 inhibitors,PhoP inhibition,NTR1 ag,NTR1 ag cell count 20 µM,Large T inhibition,T cell modulator,T cell modulator vesicle-bound %,MgcRacGAP inhibition,K1F lysis inhibition,RSV CPE inhibition,others
COc1ccc(CC(=O)c2c(O)cc(O)cc2O)cc1OC,0.5%,-4%,-1%,1.9,78,1%,i,51,2%,-0.2%,2.6%,NS5 inhibitors pilot replicate=-7.5
COc1ccc(CNS(=O)(=O)c2cc(OCC(N)=O)c(C)cc2Cl)cc1,-0.1%,-3%,8%,-2.3,60,9%,i,8,3%,0.3%,1.3%,
O=C1CCCN1CCCNC(=S)Nc1ccc(Nc2ccccc2)cc1,-1.3%,21%,0%,-1.3,67,19µM*,i,15,29%,0.0%,15%,
O=C(CCc1nc(-c2ccccc2)c(-c2ccccc2)o1)OCc1ccc(Cl)cc1,0.4%,6%,9%,0.9,91,7%,i,7,5%,5.2%,3.1%,
Cc1cccc(-n2ncc3c2CCCC3NC(=O)CN2CCCC2=O)c1C (stereo not given),-0.6%,-6%,-2%,2.4,32,-3%,i,16,5%,0.2%,1.4%,
O=C(CNC(=O)c1ccc(Cl)cc1Cl)OCCCn1c(=O)[nH]c2ccccc21,·,-1%,-6%,0.0,62,8%,i,38,7%,1.2%[50 µM],-0.3%,
C/C(CC(=O)Nc1cccc(C(F)(F)F)c1)=N/NC(=O)C(=O)NCCO,-1.2%,·,1%,-1.1,54,11%,i,19,·,·,0.6%,
CC(C)Sc1nc(N2CCOCC2)c2c(c1C#N)CC(C)(C)N(C)C2,-0.3%,5%,2%,1.3,58,2%,i,46,6%,0.0%,-0.8%,
Cc1ccc(S(=O)(=O)N(CC(=O)N=Nc2c(O)[nH]c3ccccc23)c2cccc(C)c2)cc1,0.1%,1%,16%,14,58,-12%,i,15,5%,0.2%,0.1%,
Oc1ccc(Br)cc1/C=N/N1CCCCC1,0.7%,2%,-3%,0.9,64,12%,i,60,6%,0.0%,1.2%,
CC1CCN(C(=O)COC(=O)c2ccc(Br)o2)CC1,-0.2%,-2%,-1%,-1.7,63,10%,i,5,7%,5.7%,-0.3%,
CCNc1nc(NCC)nc(N/N=C/c2ccc([N+](=O)[O-])o2)n1,-0.7%,-21%,-18%,5.6,75,17%,i,39,9%,-4.3%,-0.8%,
Cc1ccc(N(C)S(=O)(=O)c2ccc(-c3ccc(=O)[nH]n3)s2)cc1C,0.2%,2%,-5%,-0.5,66,8%,i,21,4%,0.5%,·,

# Rows are unselected; about 1.5% have a hit in one of these screens.
